High-throughput results: PubChem BioAssay, The Scripps Research Institute Molecular Screening Center
PREPL inh: PREPL enzyme inhibitors, primary screen, biochemical, fluorescence polarization; inhibition, % at 5.96 µM; recombinant PREPL, fluorescence polarization activity-based probe; 320,000 compounds, 0.68% hits; in the data active = inhibition above about 43%;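 note: 0% = enzyme with DMSO and 100% = wells lacking enzyme; many of its hits are not listed in these tables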
PAD4 FP inh: human PAD4 inhibitors, primary screen, biochemical, fluorescence polarization, 1536-well format; Protein-arginine deiminase type-4 (Homo sapiens), Q9UM07; recombinant PAD4, RCA probe fluorescence polarization; inhibition, % at 6.36 µM; 330,000 compounds, 0.41% hits;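 active = percent inhibition above a cutoff equal to the mean of all tested compounds plus 3 SD, cut at about 15% in these data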;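 note: 0% = PAD4 with RCA probe and DMSO and 100% = probe without PAD4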
Target sequence (Q9UM07 whole entry, looked up): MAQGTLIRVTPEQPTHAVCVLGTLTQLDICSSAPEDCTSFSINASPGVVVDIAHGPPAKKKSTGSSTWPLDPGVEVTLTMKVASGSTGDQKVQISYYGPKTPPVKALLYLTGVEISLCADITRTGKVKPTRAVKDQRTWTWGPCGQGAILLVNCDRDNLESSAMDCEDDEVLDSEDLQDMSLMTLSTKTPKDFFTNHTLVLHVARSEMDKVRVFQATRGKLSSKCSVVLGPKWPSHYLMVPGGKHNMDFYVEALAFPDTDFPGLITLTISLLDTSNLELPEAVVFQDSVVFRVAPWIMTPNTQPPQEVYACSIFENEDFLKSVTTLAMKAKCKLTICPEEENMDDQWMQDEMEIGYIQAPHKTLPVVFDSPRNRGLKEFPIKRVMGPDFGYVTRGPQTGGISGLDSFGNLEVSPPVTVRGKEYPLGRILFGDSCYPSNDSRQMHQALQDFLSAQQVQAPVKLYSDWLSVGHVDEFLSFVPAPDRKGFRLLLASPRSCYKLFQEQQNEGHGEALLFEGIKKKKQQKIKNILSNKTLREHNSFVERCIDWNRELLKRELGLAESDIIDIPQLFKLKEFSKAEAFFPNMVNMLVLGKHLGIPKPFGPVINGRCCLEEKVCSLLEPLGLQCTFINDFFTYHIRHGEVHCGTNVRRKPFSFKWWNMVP
LYPLA1 inh: LYPLA1 inhibitors, primary screen, counter-screen for PME1 inhibitor project, biochemical, fluorescence polarization, FP-Rh probe ABPP; Acyl-protein thioesterase 1 (Homo sapiens), O75608; recombinant LYPLA1; inhibition, % at 5.9 µM; 320,000 compounds, 0.16% hits; AID 2174, 2009;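 active = inhibition above the mean of all tested compounds plus 3 SD, set per campaign, cut at about 14% in these data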;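 note: inhibitors block serine hydrolase probe labeling of LYPLA1 so polarization falls; 0% = enzyme with DMSO and 100% = wells lacking LYPLA1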
LYPLA2 counter: LYPLA2 inhibitors, primary screen, counter-screen for PME1 inhibitor project, biochemical, fluorescence polarization, FP-Rh probe ABPP. Acyl-protein thioesterase 2 (Homo sapiens), O95372. recombinant LYPLA2. inhibition, % at 5.9 µM. 320,000 compounds, 0.38% hits;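 active = inhibition above the screen-wide mean plus 3 SD, limit set per campaign, cut at about 26% in these data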;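 note: 0% = LYPLA2 with DMSO and 100% = wells lacking LYPLA2 enzyme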
PME-1 inh: PME-1 inhibitors via competitive probe labeling, primary screen, biochemical, fluorescence polarization, FP-Rh probe, HTS; recombinant PME-1; 320,000 compounds, 0.53% hits; inhibition, % at 5.9 µM;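 active = inhibition above the campaign mean of all compounds plus 3 SD, cut at about 26% in these data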;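 note: competitive labeling of PME-1 active site by serine hydrolase directed probe; 0% = PME-1 with DMSO and 100% = wells lacking PME-1 enzyme; inhibitors block probe labeling so polarization falls and inhibition rises; many of its hits are not listed in these tables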
pPAFAH FP inh: pPAFAH enzyme inhibitors, primary screen, biochemical, fluorescence polarization, human | 330,000 compounds, 1.5% hits | inhibition, % at 3.39 µM | Platelet-activating factor acetylhydrolase (Homo sapiens), Q13093 | recombinant pPAFAH, FP-rhodamine probe fluorescence polarization | AID 463082, 2010;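 active = inhibition above the mean inhibition across the screen plus 3 SD, cut at about 25% in these data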;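 note: inhibitors block binding of the rhodamine activity-based probe so polarization drops; 0% = enzyme with DMSO and 100% = wells lacking pPAFAH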
PAFAH1B3 inh: PAFAH1B3 enzyme inhibitors, primary screen, biochemical, fluorescence polarization, human. inhibition, % at 3.39 µM. recombinant PAFAH1B3, FP-rhodamine probe. Platelet-activating factor acetylhydrolase IB subunit alpha1 (Homo sapiens), Q15102. 340,000 compounds, 0.28% hits;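 active = inhibition above the screen-wide average of all tested compounds plus 3 SD, cut at about 25% in these data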;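 note: 0% = enzyme with DMSO only and 100% = wells lacking PAFAH1B3 protein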
PAFAH1B2 FP inh: PAFAH1B2 enzyme inhibitors, primary screen, biochemical, fluorescence polarization, human; 340,000 compounds, 1.2% hits; inhibition, % at 3.39 µM; recombinant PAFAH1B2, FP-rhodamine activity probe; AID 492953, 2010;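 active = inhibition above the mean of all tested compounds plus 3 SD, cut at about 24% in these data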;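 note: 0% = enzyme with DMSO and 100% = wells lacking PAFAH1B2; many of its hits are not listed in these tables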
GSTO1 counter: inhibitors of recombinant GSTO1, primary screen, counter-screen for RBBP9 inhibitor project, biochemical, fluorescence polarization | Glutathione S-transferase omega-1 (Homo sapiens), P78417 | inhibition, % at 5.96 µM | activity-based probe fluorescence polarization | 300,000 compounds, 1.1% hits;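 active = inhibition above the campaign mean inhibition plus 3 SD, cut at about 35% in these data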;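 note: 0% = GSTO1-1 with DMSO and 100% = wells lacking GSTO1-1 enzyme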
Target sequence (P78417 whole entry, looked up): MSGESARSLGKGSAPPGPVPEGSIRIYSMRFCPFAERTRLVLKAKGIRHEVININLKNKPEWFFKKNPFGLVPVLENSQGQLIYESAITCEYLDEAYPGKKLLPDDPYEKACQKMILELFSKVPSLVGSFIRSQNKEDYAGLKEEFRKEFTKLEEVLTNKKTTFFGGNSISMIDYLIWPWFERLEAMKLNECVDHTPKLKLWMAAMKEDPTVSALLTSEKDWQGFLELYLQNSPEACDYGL
Active calls of the source: *; nt = no result given.

SMILES | PREPL inh | PAD4 FP inh | LYPLA1 inh | LYPLA2 counter | PME-1 inh | pPAFAH FP inh | PAFAH1B3 inh | PAFAH1B2 FP inh | GSTO1 counter
FC(F)(F)c1cc(-c2cccs2)nc2ncnn12 | -6 | -3 | -1 | 1 | -6 | 1 | -3 | 2 | 2
COc1cc2c(cc1OC)-c1cc(Nc3ccccc3)nc(=O)n1CC2 | -9 | 0 | 5 | 0 | -4 | 0 | 10 | 6 | -2
COC(C[C@H](O)C[C@H](O)[C@@H](C)OCc1ccccc1)OC | 2 | -2 | -2 | 1 | -1 | 8 | -5 | -1 | -4
CC(C)C(C)(C#N)NC(=O)CSc1nc(C2CCCCC2)n(-c2ccccc2)n1 (configuration not stated) | 11 | 1 | 1 | 4 | -2 | 5 | 2 | 1 | -2
CN(NC(=O)C(C)(C)C)c1nc(-c2ccccc2)nnc1C(F)(F)F | 3 | -3 | -1 | -6 | -2 | 4 | 4 | -1 | 3
CCOC(=O)N1CCN(S(=O)(=O)c2ccc3c(c2)CC(C)N3C(C)=O)CC1 (configuration not stated) | 2 | 5 | 2 | 5 | 0 | 1 | 3 | 4 | 11
O=C1c2ccccc2S(=O)(=O)N1Cc1cc(=O)n2ccsc2n1 | -5 | -4 | -3 | 2 | -1 | 11 | 6 | 6 | 6
CCCC(=O)Nc1ccc(NC(=O)c2ccccn2)cn1 | -7 | 0 | 5 | 4 | 2 | 0 | -5 | 3 | -4
COc1ccc(NC(=O)COC(=O)C2CC2)cc1S(=O)(=O)N1CCCCC1 | 7 | 3 | -3 | -3 | 1 | 0 | 7 | 0 | nt
CC1(C)CC(=O)C(C=NCc2ccc3c(c2)OCO3)=C(O)C1 | 11 | 3 | -1 | -4 | -3 | -2 | -4 | 7 | -1
CCC(C)NC(=S)NNC(=O)c1ccc(C(C)(C)C)cc1 (configuration not stated) | -7 | -1 | 0 | 3 | 1 | 5 | -1 | 5 | -1
CCOCCN1CCN(C2c3ccccc3CSc3ccccc32)CC1 (configuration not stated) | 5 | 4 | -5 | 0 | 3 | 0 | 2 | 7 | 2
CC(C)NC(=O)[C@]1(C)CCC[C@@]2(C)C3CC[C@@]4(C)C[C@]3(CCC21)CC4=O (some centres not stated) | 10 | -3 | -1 | 3 | 1 | 3 | 0 | 4 | nt
CC(C)N1CCC(N2CCN(Cc3nc4ccccc4s3)CC2CCO)CC1 (configuration not stated) | 25 | 0 | 1 | 6 | -2 | 2 | 15 | 8 | -1
O=C(CNC(=O)c1cccc(Cl)c1)NCCCSc1ccccc1 | -19 | -2 | -1 | 1 | -6 | 1 | 2 | 9 | 6
CCC(C)(C)n1nnnc1C(c1cc2cc(C)cc(C)c2[nH]c1=O)N1CCCC1 (configuration not stated) | 1 | 0 | -6 | 1 | -1 | 23 | 0 | 1 | 0
O=C(Nc1cccc(-c2ccc(N3CCOCC3)nn2)c1)c1ccccc1 | -3 | 0 | 2 | 3 | 3 | 2 | 3 | 4 | -8
COC(=O)C1C(=O)C(C(=O)/C=C/c2ccccc2)C(=O)CC1(C)C (configuration not stated) | -10 | -6 | 5 | 6 | -8 | -6 | -1 | 3 | 6
COc1cccc2cc(-c3nc4ccccc4o3)c(=O)oc12 | 13 | -4 | -3 | -4 | 10 | -6 | 10 | 1 | 10
CCn1cc(C(=O)N[C@H](C(=O)NCCCn2ccnc2)C(C)C)c(=O)c2cc3c(cc21)OCO3 | 3 | -8 | 2 | 9 | -3 | 6 | 2 | -1 | 4
Cc1nc(N2CCN(c3ccccn3)CC2)c2c(C)c(C(=O)Nc3ccc(Br)cc3C)sc2n1 | 4 | -1 | 3 | 3 | -4 | 1 | -5 | -3 | 8
CCOC(=O)Cc1csc(NC(=O)c2ccc(S(=O)(=O)N3CCCCC3)cc2)n1 | 9 | 0 | -4 | 5 | 3 | 5 | 8 | 2 | 1
Cc1ccc(OCCn2c(Br)nc3c2c(=O)n(C)c(=O)n3C)cc1 | 7 | -1 | 0 | 5 | 3 | 2 | 4 | 0 | 4
COc1ccc(N=Cc2c(OC)ccc3ccccc23)cc1 | 2 | -5 | -1 | -5 | -2 | 3 | 7 | 5 | 2
O=C1C2C3C=CC(C3)C2C(=O)N1CCC(=O)N1CCc2ccccc21 (configuration not stated) | 10 | 0 | -1 | -1 | -2 | 2 | -2 | 1 | -11
O=C(CN1C(=O)NC2(CCCC2)C1=O)Nc1nc(-c2ccc(F)c(F)c2)cs1 | -5 | -1 | -8 | -12 | -4 | 9 | 8 | 0 | nt
O=C(NCCc1ccccc1)C1CC(=O)N(C2CCCC2)C1 (configuration not stated) | 0 | 3 | 4 | 6 | 1 | 1 | 5 | 6 | -3
Cc1ccc(SCC(=O)NNC(=O)c2ccccc2)c(C)c1 | 6 | 3 | -1 | 6 | 0 | 1 | 4 | 2 | 3
CCCCC1C(C#N)=C(C)NC2=C1C(=O)CC(C)(C)C2 (configuration not stated) | 4 | 0 | 0 | 7 | 6 | 2 | 1 | 1 | -2
CCOC(=O)c1cnc(SCC(C)C)nc1N | 0 | -2 | -3 | 7 | 1 | -3 | 8 | 1 | 7
Cc1cc(C)cc(NC(=O)CSc2cc(C(=O)c3nccn3C)c3ccccc3n2)c1 | 16 | 1 | 0 | 1 | 0 | 0 | 0 | 3 | 0
Cc1nnc(SCCN2CCOCC2)n1-c1cccc(Cl)c1 | -4 | 0 | 4 | 4 | -3 | 5 | -1 | 0 | -9
C=CCN(C(=O)CNC(=O)c1ccco1)C(C(=O)NC1CCCCC1)c1ccc(OC)cc1 (configuration not stated) | 0 | 0 | 1 | 3 | 2 | 6 | 7 | 3 | 1
COc1ccc(OC)c(N(CC(=O)NC2CCCCCC2)S(=O)(=O)c2ccc(C)cc2)c1 | 2 | 1 | -2 | -2 | 6 | 6 | 8 | 1 | -3
N#Cc1c(N2C(=O)C3C4C=CC(C4)C3C2=O)sc2c1CCC2 (configuration not stated) | -3 | 9 | 0 | -1 | 2 | 4 | 6 | 5 | -3
COc1ccccc1OCC(=O)N(Cc1nc(-c2ccccc2)no1)C(C)C | -8 | -2 | 2 | -4 | -7 | 1 | 6 | 5 | 2
CN(C)c1nc2n(c(=S)n1)CCS2 | 0 | -1 | 4 | -4 | 3 | 0 | 5 | -2 | 8
CCOC(=O)n1c(=O)n(Cc2ccc(F)cc2)c2ccccc21 | 9 | -5 | -1 | -8 | -3 | 4 | 6 | 6 | 2
O=C(CSc1nnnn1-c1ccc(Cl)cc1)Nc1cccnc1Cl | -16 | 0 | -1 | 0 | -1 | -3 | 6 | 9 | 0
NS(=O)(=O)c1ccc(NC(=O)C(=O)NCCC(=O)O)cc1 | 6 | -4 | -1 | 0 | -4 | -2 | 0 | 0 | 2
Cc1c(Cl)cccc1NC(=O)Nc1cnccn1 | -6 | 2 | -1 | 3 | 1 | -4 | 4 | 0 | -1
CC(Sc1ccc(Cl)cc1)C(=O)NNC(=O)c1ccco1 (configuration not stated) | 1 | -2 | nt | nt | nt | 2 | -1 | 13 | nt
COCCOc1nc2ccccc2nc1C | 6 | 0 | -3 | 3 | -1 | 7 | 10 | 0 | -2
O=C(CSc1nnc(Cc2ccccc2)o1)NCc1ccc2c(c1)OCO2 | -7 | -1 | 5 | 1 | 3 | 0 | 9 | 6 | 3
COC(=O)c1c(NC(=O)c2ccccc2)sc(C(=O)c2ccccc2)c1C | -5 | -1 | -3 | -2 | 4 | -2 | 9 | 5 | 14
O=C(O)CCCCCNC(=O)Nc1ccc2c(c1)OCCO2 | -1 | 2 | 4 | 2 | 5 | 0 | -5 | 1 | 1
Cc1ccc(-n2c3c(cc(C(=O)NCC(=O)c4ccccc4)c2=O)C(=O)CCC3)cc1 | 1 | 1 | 2 | 10 | 7 | -3 | -2 | 7 | 0
COc1ccc(-c2nnn(CC(=O)c3c[nH]c4ccccc34)n2)cc1OC | 13 | -3 | -8 | -12 | -15 | -9 | -4 | -7 | -7
CN1CCN(C(=O)CCc2nc(-c3ccc(Cl)cc3)no2)CC1 | 13 | 3 | -2 | -5 | -1 | 2 | -1 | 4 | 9
CN1CCN(C(CNC(=O)C(=O)Nc2ccc3c(c2)OCCO3)c2ccc(F)cc2)CC1 (configuration not stated) | -1 | 0 | 3 | 6 | -1 | 3 | 9 | 6 | 1
(cont.)
SMILES | PREPL inh | PAD4 FP inh | LYPLA1 inh | LYPLA2 counter | PME-1 inh | pPAFAH FP inh | PAFAH1B3 inh | PAFAH1B2 FP inh | GSTO1 counter
CC1CCCCN1C(=O)COC(=O)c1ccc2ccccc2n1 (configuration not stated) | 1 | -4 | -1 | -8 | 0 | 1 | 3 | 0 | nt
CCN(CC)C(=O)c1ccccc1NC(=O)c1ccccc1SC | -6 | 1 | 0 | 1 | 6 | 8 | 1 | -4 | 6
CN(C(=O)C1CCCO1)c1nnc(-c2cnccn2)s1 (configuration not stated) | 7 | 0 | 0 | 2 | 0 | -3 | 3 | 1 | 5
COC(=O)C(NC(C)=O)(Nc1sc2c(c1C(N)=O)CCCC2)C(F)(F)F (configuration not stated) | 6 | -3 | 3 | 8 | -2 | -3 | -1 | 1 | 13
O=C(NCCS(=O)(=O)N1CCN(c2ccc(F)cc2)CC1)c1ccc2c(c1)OCO2 | -19 | 3 | 1 | 16 | 7 | 4 | 0 | 3 | 2
O=C(CSc1nnc(CNC(=O)c2c(F)cccc2Cl)o1)Nc1ccccc1 | 7 | -1 | -5 | 0 | -4 | -7 | 12 | 2 | 1
CCOc1ccc(S(=O)(=O)NCc2ccccn2)cc1NC(=O)c1ccccc1 | -8 | 2 | 2 | 6 | 0 | 6 | 8 | -6 | 1
CC(C)c1ccc(OCc2ccc(C(=O)N(C)C)o2)cc1 | 17 | -2 | 3 | -2 | 2 | 2 | 5 | 6 | -1
O=C(N/N=C/c1ccc(Br)cc1)c1ccccc1-n1cccc1 | -14 | -2 | 1 | 4 | -2 | 2 | 1 | 2 | 0
CCCCn1c(N)c(N(CC(C)C)C(=O)c2ccc(S(=O)(=O)N3CCC(C)CC3)cc2)c(=O)[nH]c1=O | -6 | -2 | -2 | -1 | -3 | 32* | 2 | 1 | -6
Cc1nonc1NC(=O)CSc1nc2ccccc2[nH]1 | 8 | -6 | -5 | -4 | -17 | 2 | -4 | -1 | 5
CCN(CC(=O)Nc1c(F)cccc1F)C(=O)c1cc(S(=O)(=O)N(CC)CC)ccc1N1CCCCC1 | 4 | 0 | -6 | -1 | 8 | 4 | 2 | -4 | 5
CCCN(c1ccc(C(C)C)cc1)S(=O)(=O)c1c(C)[nH]c(=O)[nH]c1=O | 7 | -6 | 1 | 0 | -6 | 1 | 4 | 6 | 4

These rows are one share of the data, so the mix of outcomes need not match the whole.
